PLC-gamma1 inh = blocks human PLC-gamma1 enzyme activity; P19174; purified PLC-gamma1, fluorogenic substrate, fluorescence; inhibition, % at 12.2 µM; 370,000 compounds, 0.84% hits; AID 720700; in the data active means inhibition above about 9.5%
hgDAF-12 ag = agonists of H. glycines DAF-12 nuclear receptor | activation, % at 6.8 µM | AID 687014 | 370,000 compounds, 1.8% hits | HEK293 GAL4-hgDAF12 UAS-luciferase reporter, agonist luminescence; normalized to butyrate control;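 active means activation above a cutoff set at the mean of all screened compounds plus 3 SD, cut at about 10% in these data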;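 further: 0% = DMSO wells and 100% = sodium butyrate wells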
DAX1 inh-1 = inhibits human nuclear receptor DAX1; AID 504766; P51843; inhibition, % at 6.75 µM; 340,000 compounds, 0.99% hits; HEK293 Gal4-DAX1 luciferase reporter, luminescence;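 active means inhibition above the mean over all tested compounds plus 3 SD, cut at about 4.2% in these data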;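 further: 0% = DAX1-transfected cells with DMSO and 100% = empty-vector control cells with DMSO; inhibition shows as a rise in luminescence from relieved DAX1 repression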
Target sequence (P51843 207-470 limits assumed): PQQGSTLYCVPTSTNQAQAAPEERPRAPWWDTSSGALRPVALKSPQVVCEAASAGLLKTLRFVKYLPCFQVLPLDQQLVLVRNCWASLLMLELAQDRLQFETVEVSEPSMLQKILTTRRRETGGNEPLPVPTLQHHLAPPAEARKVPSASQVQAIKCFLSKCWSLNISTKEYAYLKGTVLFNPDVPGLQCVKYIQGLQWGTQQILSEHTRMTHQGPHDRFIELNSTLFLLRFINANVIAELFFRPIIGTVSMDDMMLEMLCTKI
ssDAF-12 act = activators of S. stercoralis DAF-12 nuclear receptor | HEK293 ssDAF-12/GRIP1 lit1-tk-luc reporter, luminescence; % of 3 µM dafachronic acid response | AID 652126 | 370,000 compounds, 1% hits | activation, % at 6.8 µM;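 active means activation above the mean over all tested compounds plus 3 SD, cut at about 0.9% in these data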;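 further: 0% = DMSO-only wells and 100% = 3 µM delta7-dafachronic acid wells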
ADAM10 inh = ADAM10 inhibition, QFRET primary screen; O14672; recombinant ADAM10, EDANS/DABCYL FRET peptide cleavage, 3 h; inhibition, % at 7 µM; 370,000 compounds, 0.62% hits; AID 720582;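 active means inhibition above a per-campaign cutoff equal to the mean of compounds falling between control-based bounds plus 3 SD, cut at about 20% in these data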;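 further: 0% = DMSO wells while the 100% control is not disclosed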
GAA850 FXN act = activators of GAA850 frataxin (FXN) promoter; HEK293 lucGAA850 FXN promoter luciferase reporter, 24 h; percent of 10 µM SAHA response; activation, % at 6 µM; 360,000 compounds, 0.56% hits;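 active means activation above the average of all compounds screened plus 3 SD, cutoff fixed separately per campaign, cut at about 7.5% in these data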;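 further: 0% = DMSO wells and 100% = 10 µM SAHA wells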
PLCb3 inh = blocks human PLC-beta3 enzyme activity; Q01970; Purified PLC-beta3, fluorogenic substrate, fluorescence; inhibition, % at 12.2 µM; 370,000 compounds, 0.18% hits; in the data active means inhibition above about 11%;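 further: 0% = median of compound wells on plate and 100% = full blocker control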
hcDAF12 agonist = H. contortus DAF-12 activation, primary screen | HEK293 hcDAF-12 lit1-tk-luc reporter, luminescence; 0% DMSO, 100% Δ7-dafachronic acid | activation, % at 6.8 µM | 370,000 compounds, 1.4% hits | AID 652067;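 active means activation above the mean of all tested compounds plus 3 SD, cut at about 5.5% in these data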;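 further: 100% = response to 3 µM Δ7-dafachronic acid high control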
DAX1 inh-2 = blocks DAX1 repression of SF-1 activated StAR promoter | AID 652010 | inhibition, % at 6.8 µM | 370,000 compounds, 1.1% hits | HEK293T StAR-luciferase reporter, SF-1/DAX-1 repression relief;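 active means inhibition above the mean over all tested compounds plus 3 SD, cut at about 3.6% in these data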;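 further: 0% = DAX-1 cells with DMSO and 100% = cells lacking DAX-1 with DMSO; higher inhibition means more luminescence from relief of DAX-1 repression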
HGIII-sPLA2 inh = Blocks human group III sPLA2 activity; Q9NZ20; QFRET BODIPY PC-A2 liposome hydrolysis, fluorescence; inhibition, % at 12.2 µM; 370,000 compounds, 0.56% hits;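 active means inhibition above mean plus 3 SD of compounds lying within the high and low control bounds, cut at about 19% in these data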;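 further: 0% = median of test compound wells and 100% = no enzyme DMSO wells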
Target sequence (Q9NZ20 whole entry, looked up): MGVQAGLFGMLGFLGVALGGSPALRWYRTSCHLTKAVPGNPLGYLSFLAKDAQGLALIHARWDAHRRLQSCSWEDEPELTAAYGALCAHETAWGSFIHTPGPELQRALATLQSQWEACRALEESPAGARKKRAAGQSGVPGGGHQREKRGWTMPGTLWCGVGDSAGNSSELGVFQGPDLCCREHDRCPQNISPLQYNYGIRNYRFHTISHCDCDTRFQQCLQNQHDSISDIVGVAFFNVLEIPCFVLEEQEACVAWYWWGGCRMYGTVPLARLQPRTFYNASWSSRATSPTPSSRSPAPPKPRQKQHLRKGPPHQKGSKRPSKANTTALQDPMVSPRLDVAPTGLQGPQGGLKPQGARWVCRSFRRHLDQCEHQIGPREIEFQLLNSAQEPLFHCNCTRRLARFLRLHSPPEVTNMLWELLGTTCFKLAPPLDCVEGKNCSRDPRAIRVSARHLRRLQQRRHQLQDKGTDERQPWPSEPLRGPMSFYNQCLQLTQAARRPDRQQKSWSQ
ADAM17 inh = inhibits human ADAM17 | P78536 | recombinant ADAM17, EDANS/DABCYL FRET peptide cleavage | inhibition, % at 6.95 µM | 370,000 compounds, 0.83% hits | AID 720648;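 active means inhibition above the mean of compounds lying between control limits plus 3 SD, set per campaign, cut at about 8.5% in these data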;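 further: 0% = DMSO-only wells as the low control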
* marks the source's active call; other numbers are inactive results; i = inactive; · = not tested or not shown.

SMILES	PLC-gamma1 inh	hgDAF-12 ag	DAX1 inh-1	ssDAF-12 act	ADAM10 inh	GAA850 FXN act	PLCb3 inh	hcDAF12 agonist	DAX1 inh-2	HGIII-sPLA2 inh	ADAM17 inh
O=c1c(C=Nc2ccc(Oc3ccccc3)cc2)c[nH]n1-c1cccc(Cl)n1	1	-1.9	0.1	-0.5	6	2.4	1	-0.4	-0.3	0	1
CC(=O)Nc1ccc(-c2ccnc3c2CC(C(=O)Nc2cccnc2)O3)cc1 (centres undefined)	3	5.8	·	-1.0	-3	-3.7	1	-0.7	-0.7	-2	0
COCCn1nnnc1C(c1ccccc1OC)N1CCN(c2ccccc2)CC1 (centres undefined)	0	-1.4	2.2	-1.1	-3	0.5	1	-0.3	-0.5	-6	-3
Cc1cc(Oc2ccc(=O)n(C)n2)nc(SCC(N)=O)n1	1	-1.4	1.7	-0.8	-3	0.6	-4	-0.4	0.2	-2	0
COc1ccc(CCN(C)C(=O)CSc2nc3ccccc3c(=O)n2CC2CCCO2)cc1OC (centres undefined)	1	-4.2	-2.2	-1.8	-11	3.1	-8	-0.9	-2.9	2	-5
Cc1cc(OCC(=O)O/N=C(\N)c2ccccc2)ccc1Br	3	1.6	-0.5	-1.9	-8	3.9	-2	-0.3	0.0	7	-1
Cc1ccc(Cl)c(OCC(=O)N2CCc3ccccc3C2)c1	5	-0.9	1.0	-0.9	7	3.9	-1	-0.9	0.6	4	3
O=c1cc(-c2cccc3ccccc23)[nH][nH]1	-3	3.9	-0.7	-1.4	5	2.7	0	-1.3	0.2	-46	0
CCOc1ccc(S(=O)(=O)N2CCN(C(=O)Cc3n[nH]c(=O)c4ccccc34)CC2)cc1	0	-1.1	-0.2	-0.9	-8	0.2	-13	1.0	0.9	13	-5
N#C/C(=C\c1ccc(-c2cccc(Cl)c2)o1)C(=O)Nc1cccc2cccnc12	1	0.8	-0.1	-0.9	-1	1.0	1	1.2	0.5	-6	-1
COc1ccc(C(=O)N2c3ccccc3C=CC2C#N)cc1 (centres undefined)	-9	9.0	0.5	-0.8	-4	-0.4	-9	1.6	-0.8	6	-5
Cc1noc(C)c1S(=O)(=O)NCC(=O)O	9	-0.1	0.0	-1.2	6	-0.7	5	-0.7	0.6	3	4
Clc1ccccc1-c1ccc(/C=N/n2cnnc2)o1	2	0.6	-0.6	-1.7	-31	-0.1	-6	-2.7	-0.1	0	-12
COc1ccc(-c2cc(CCC(=O)N3CCN(c4cc(C)ccc4C)CC3)[nH]n2)cc1	-3	-5.1	-2.9	-1.7	4	4.9	-2	-3.8	-3.2	-21	4
CCC1CCCCN1CC(=O)c1c(C)[nH]c2ccc(OC)cc12 (centres undefined)	-5	0.1	1.9	-2.0	-5	2.9	-2	0.3	-0.3	-4	-7
O=C(CN1C(=O)NC(c2ccccc2)(c2ccccc2)C1=O)NCC(=O)Nc1ccc(F)cc1	-2	-3.2	0.5	-1.0	-2	-2.6	-7	-0.9	0.1	-12	3
CCN1CCN(c2nc(Nc3cccc(F)c3)nc(N)c2[N+](=O)[O-])CC1	3	0.6	0.6	-1.1	0	3.1	-4	0.5	0.7	-6	-1
CCOC(=O)c1cc(S(=O)(=O)N2CCc3ccccc32)cn1C	0	-2.3	-0.8	-1.4	4	1.0	-6	-2.1	-0.6	-8	1
Cc1ccc(C(=O)Nc2ccc(O)cc2C(=O)O)cc1	1	3.2	-0.7	-1.7	1	-0.9	1	0.3	0.4	-7	0
COCCn1c(Cc2ccccc2)nnc1SCC(=O)N1CCOCC1	2	-2.4	1.0	-1.8	-10	0.3	-1	-0.5	-0.4	10	-2
O=C(COc1ccc2c3c(c(=O)oc2c1)CCCC3)N[C@@H](Cc1ccccc1)C(=O)O	-39	1.4	0.5	-0.8	i	-0.5	-51	-0.4	-0.3	-11	-137
Oc1c(Br)cccc1/C=N/c1ncn[nH]1	2	1.9	2.8	-1.2	4	0.8	-2	-1.4	0.1	11	-4
O=C(COc1ccc(Cl)cc1Cl)NCc1ccncc1	4	-2.1	0.6	-1.5	1	0.9	4	-0.4	-1.4	-2	-2
O=C(Nc1ccnn1C1CCN(Cc2cccc(OCCO)c2)CC1)C1CCOC1 (centres undefined)	1	2.5	0.2	-0.8	-5	3.1	-2	0.3	-0.7	-11	0
CCCCCOC(=O)NC1CCS(=O)(=O)C1 (centres undefined)	0	-1.5	2.2	-1.4	-1	-0.2	-3	1.6	1.0	-4	0
CCn1c(CNc2cccc(Cl)c2)nnc1SCC(=O)OC1CCCCC1	-2	3.4	0.5	-1.7	2	-0.7	0	-0.5	0.4	-5	-4
Clc1ccc(-c2c[n+](Cc3ccc(Br)cc3)c3n2CCCCC3)cc1	2	0.5	0.9	-2.0	-3	-0.6	-8	0.6	-0.3	-5	-2
Cc1ccccc1C(=O)Nc1ccc(O)cc1C(=O)O	-2	1.6	2.1	-0.9	-2	1.3	-7	0.0	0.4	-1	1
CCCNC(=O)C1(C)CCCN(C(=O)c2cc(C)n(C(C)(C)C)n2)C1 (centres undefined)	0	0.1	·	-1.3	-9	1.0	2	-1.0	-0.1	1	-1
O=C(c1ccc(F)cc1Cl)N1CCN(S(=O)(=O)c2cccs2)CC1	-1	-0.3	-0.8	-0.9	-2	-0.6	-1	1.9	-0.4	-8	0
COc1ccc(C(CNC(=O)COc2c(C)cc(C)cc2C)N2CCOCC2)cc1 (centres undefined)	-1	-1.5	0.0	-1.5	-2	-0.2	-3	0.1	-0.5	-7	0
Cn1nc(NC(=O)C2CCC2C(=O)O)c2c(F)cccc21 (centres undefined)	0	-1.5	-0.7	0.0	-3	-0.6	-6	1.8	0.2	1	-4
COc1ccccc1-c1n[nH]nc1C1=CC(=O)CC(C)(C)C1	-75	-0.4	1.6	-0.7	-33	1.4	-99	-0.3	0.8	-18	-3
O=C(NCc1ccco1)c1ccc(Cl)c(S(=O)(=O)Nc2ccccc2)c1	1	-1.2	-0.6	-1.8	10	0.6	-2	-0.8	-0.4	-8	1
O=C(CSc1nnc(-c2ccccc2)n1-c1ccccc1)Nc1ccc(Oc2ccccc2)cc1	-1	-1.1	·	-1.1	-4	·	-2	0.3	-0.9	1	-1
COc1cc2c(cc1OC)C(c1cc(OC)c(OC)c(OC)c1)C1(O)C(=O)OCC1(O)C2 (centres undefined)	1	2.7	1.6	-1.3	0	-1.8	3	-0.8	-0.6	-1	-1
Cc1ccccc1N/N=C/c1c(C)nc2ccccn12	-10	0.2	0.1	0.1	-3	3.1	-17	2.3	0.0	1	-4
Cc1ccc(SCC(=O)Nc2ccccc2C(=O)N2CCOCC2)cc1	4	0.9	-2.0	-1.5	2	-1.6	1	1.9	-0.1	1	2
CCCc1cc(C(=O)NNC(=S)Nc2cccc(C)c2)cs1	-6	11*	0.3	-0.1	9	6.2	-7	-0.1	1.8	7	2
N#CCSc1nc2c(cc1C#N)CCCC2	-292	-5.9	-0.5	-1.8	-33	5.2	-390	-2.5	-0.3	4	-10

Molecules shown so far with a thiophene ring, fused or not:
SMILES	PLC-gamma1 inh	hgDAF-12 ag	DAX1 inh-1	ssDAF-12 act	ADAM10 inh	GAA850 FXN act	PLCb3 inh	hcDAF12 agonist	DAX1 inh-2	HGIII-sPLA2 inh	ADAM17 inh
O=C(c1ccc(F)cc1Cl)N1CCN(S(=O)(=O)c2cccs2)CC1	-1	-0.3	-0.8	-0.9	-2	-0.6	-1	1.9	-0.4	-8	0
CCCc1cc(C(=O)NNC(=S)Nc2cccc(C)c2)cs1	-6	11*	0.3	-0.1	9	6.2	-7	-0.1	1.8	7	2

The results go on:
SMILES	PLC-gamma1 inh	hgDAF-12 ag	DAX1 inh-1	ssDAF-12 act	ADAM10 inh	GAA850 FXN act	PLCb3 inh	hcDAF12 agonist	DAX1 inh-2	HGIII-sPLA2 inh	ADAM17 inh
Cc1ccc(NC(=O)c2cccc(S(=O)(=O)NCc3ccccc3)c2)nc1	4	-1.4	-0.7	-0.7	-6	-0.8	3	-0.7	-1.2	1	-1
CSCC[C@H](NC(=O)Cc1c(C)c2cc3c(C)c(C)oc3cc2oc1=O)C(=O)N[C@@H](C(=O)O)c1ccccc1	-284	-0.2	·	-1.2	-281	0.1	-374	-0.5	1.6	-15	-74
COc1cc(C(=O)N=c2sc3ccccc3n2C)cc(OC)c1OC	-84	-1.8	-2.3	-1.5	-29	2.6	-106	-1.6	0.2	-6	-10
O=C(NC1CCCc2ccccc21)c1c(F)cccc1Cl (centres undefined)	1	-2.1	-1.6	-0.7	-4	0.3	-6	-1.1	-0.2	-4	1
CCCCCCCCC(c1nc2ccccc2[nH]1)N1CCN=C(c2ccccc2)C1=O (centres undefined)	-1	0.0	·	-1.5	-8	·	3	-0.2	-0.1	-8	2
COc1ccc(C(=O)NCC(=O)N2CCN(c3ncccn3)CC2)cc1OC	-6	2.1	0.6	-1.0	-14	0.0	-14	-2.0	-0.2	0	-6
O=C(c1cc(-c2ccccn2)nc2ccccc12)N1CCN(c2ncccn2)CC1	1	2.2	1.1	-1.0	5	0.3	-3	0.0	1.5	4	1
NC(=O)c1ccsc1NC(=O)Cc1ccc([N+](=O)[O-])cc1	0	0.2	-1.2	-1.8	3	-0.2	-1	-0.8	-0.5	-16	-5
CC1=C(C#N)C(=O)OC(C)(C)C1	-6	0.9	1.6	-1.0	-8	1.1	-10	0.4	-0.2	-11	-7
COc1ccc(-c2cc(C(F)F)n3ncc(C(=O)Nc4cc(C)on4)c3n2)cc1	-35	1.4	-1.2	-1.7	-40	2.6	-38	0.0	-0.4	2	-10
O=C1C=CC(c2ccccc2)(c2ccccc2)CC1	0	-1.3	0.1	-1.1	-7	-0.8	-4	1.0	0.1	-5	0
COc1cccc(NC(=O)c2ccc(-n3cnnn3)cc2)c1	2	4.2	-1.2	-1.1	1	0.1	-5	0.4	0.6	0	2
CCN(CC)CCn1c(SCC(=O)Nc2cccc(OC)c2)nc2c(sc3ccccc32)c1=O	-16	0.8	0.5	0.1	-319	1.0	-30	-1.1	0.5	-9	-113
COc1ccc(NC(=O)CN(C)C(=O)c2oc3c(ccc4ccccc43)c2C)cc1	-5	5.6	-0.3	-0.7	0	0.8	-7	2.4	-2.2	-23	1
COc1ccc(O)c(C(=O)c2cnn(C(=O)c3cc(C)oc3C)c2)c1	-18	0.5	0.2	0.2	-18	-0.3	-24	3.8	1.0	2	-11
O=C(NNC(=O)c1ccncc1)c1ccccc1	3	2.0	0.9	-0.8	9	0.6	2	0.5	-0.1	-1	1
O=c1[nH]c(/C=C\c2cccc(O)c2)nc(O)c1[N+](=O)[O-]	2	-1.4	0.3	-1.3	-5	1.1	-6	1.4	0.0	14	5
CCOP(=O)(OCC)C(Cc1ccccc1)N=C(c1ccccc1)c1ccccc1 (centres undefined)	3	0.0	·	-0.8	-13	·	0	0.3	-2.0	5	-3
CC(NC(=O)c1cc2ccccc2o1)c1ccccc1 (centres undefined)	4	1.9	0.5	-1.4	-1	1.1	-16	0.0	-0.5	-5	4
O=C(CN1c2ccccc2S(=O)(=O)c2ccccc21)NCc1ccccc1	-10	-1.0	-0.4	-1.0	-8	2.8	-17	-1.8	0.0	0	-2
